Screens: PubChem, several laboratories
HIF activator – HIF pathway transcriptional activators, primary screen, cell-based, U2OS HRE-luciferase, luminescence; AID 1910, 2009; activation, % at 7.5 µM (by protocol); U2OS HRE-luciferase reporter; normalized: DMSO 0%, desferrioxamine 100%; 0.32% of 300,000 active;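 active = mean activation of at least 10% of the iron chelator positive control signal, with at least half of replicates also reaching 10%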
Platelet DG rel – inhibitors of platelet dense granule secretion, primary screen, cell-based, MLPCN, human platelets. human platelet-rich plasma, SFLLRN dense granule ATP release, luminescence. inhibition, %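 (compounds screened at 7.5 µM in platelet-rich plasma)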. 0.22% of 300,000 active. AID 1663, 2009;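 active = mean replicate score, as percent of positive control, at or above 50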
MrgX1 antagonist – antagonists of human MrgX1 receptor, primary screen, HEK293 cells, Fluo-4 calcium flux; AID 588676, 2011; Mas-related G-protein coupled receptor member X1 (Homo sapiens), Q96LB2; B-score at 10 µM; BAM8-22 antagonism; hits give low values; 1.3% of 310,000 active;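 active = calcium-response B-score plate-corrected more than 3 library SD below zero, starting fluorescence within 5 deviations, no agonist response on first addition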;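 note: peak minus trough fluorescence over baseline after final BAM8-22 challenge near maximal dose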
SKKanGAS inh – S. pyogenes SKKanGAS growth inhibitors in kanamycin, primary screen, streptokinase expression inhibitor project, SKKanGAS strain, BacTiter-Glo luminescence. 6 h. inhibition, % at 7.5 µM. 1.3% of 300,000 active. AID 1662, 2009;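 active = mean replicate score, as percent of positive control median, at least 50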;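 note: strain carries kanamycin resistance gene driven by streptokinase promoter and grows in 40 µg/ml kanamycin; loss of luminescence reflects streptokinase promoter inhibition or plain growth inhibition; 0% = median of DMSO wells and 100% = positive control at its reference dose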
TRPC6 inh – mouse TRPC6 channel inhibitors, primary screen, cell-based, HEK293, membrane potential dye; ACh-evoked depolarization; hits give low values; B-score at 10 µM; 1.1% of 310,000 active;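 active = B-score under library mean minus 3 SD, initial fluorescence not abnormally high, positive integrated signal ratio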;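 note: B-score derived from integrated fluorescence ratio over the kinetic read; more negative B-score means stronger inhibition of depolarization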
Target sequence (Q61143 whole entry, looked up): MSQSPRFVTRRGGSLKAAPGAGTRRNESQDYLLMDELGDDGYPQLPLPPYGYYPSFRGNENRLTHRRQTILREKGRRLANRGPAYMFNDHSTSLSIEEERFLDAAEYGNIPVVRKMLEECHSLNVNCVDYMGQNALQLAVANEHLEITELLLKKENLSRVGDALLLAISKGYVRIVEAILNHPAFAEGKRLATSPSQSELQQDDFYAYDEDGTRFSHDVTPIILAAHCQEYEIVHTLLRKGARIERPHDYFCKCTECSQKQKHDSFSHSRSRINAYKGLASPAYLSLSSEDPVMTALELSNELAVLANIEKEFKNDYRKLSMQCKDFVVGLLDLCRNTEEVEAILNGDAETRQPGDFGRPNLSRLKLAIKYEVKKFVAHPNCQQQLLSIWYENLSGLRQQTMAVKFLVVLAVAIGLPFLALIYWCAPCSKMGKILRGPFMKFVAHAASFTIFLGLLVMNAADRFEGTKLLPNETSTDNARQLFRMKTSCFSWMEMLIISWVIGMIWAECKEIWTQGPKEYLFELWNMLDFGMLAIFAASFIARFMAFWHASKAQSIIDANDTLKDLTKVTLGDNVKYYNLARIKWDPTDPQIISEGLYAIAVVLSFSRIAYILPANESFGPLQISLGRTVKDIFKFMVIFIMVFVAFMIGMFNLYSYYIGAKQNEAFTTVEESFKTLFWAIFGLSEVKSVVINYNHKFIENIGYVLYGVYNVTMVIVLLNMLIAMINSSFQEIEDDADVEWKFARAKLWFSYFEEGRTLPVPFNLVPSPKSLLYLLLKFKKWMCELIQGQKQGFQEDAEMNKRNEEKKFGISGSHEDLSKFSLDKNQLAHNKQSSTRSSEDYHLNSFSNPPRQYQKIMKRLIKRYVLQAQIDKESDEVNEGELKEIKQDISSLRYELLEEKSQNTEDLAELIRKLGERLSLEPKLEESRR
MrgX1 PAM – positive allosteric modulators of MrgX1, primary screen, HEK293 cells, Fluo-4 calcium flux; Mas-related G-protein coupled receptor member X1 (Homo sapiens), Q96LB2; FDSS; hits give high values; B-score at 10 µM; 0.63% of 310,000 active; AID 588675, 2011;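 active = plate-corrected calcium response at least 3 library SD above typical, normal starting fluorescence, not activating the receptor alone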;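 note: compound read alongside a low EC10 to EC30 dose of BAM8-22 agonist; peak minus trough fluorescence over baseline measured at the second addition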
MrgX1 agonist – agonists of human MrgX1 receptor, primary screen, HEK293 cells, Fluo-4 calcium flux | B-score at 10 µM | Mas-related G-protein coupled receptor member X1 (Homo sapiens), Q96LB2 | Fluo-4 calcium fluorescence, agonist mode; hits give high values | 0.44% of 310,000 active;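 active = calcium response B-score plate-corrected fluorescence ratio at least 3 library SD, with starting fluorescence B-score inside 5 SD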
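Assay system: MrgX1-expressing HEK293 cells / Amount: fifteen thousand cells per well / Doses: test compound in the initial addition of three / Timing: cells plated overnight, dye loaded 0.5 h 37 °C, 0.5 h room temperature / Technique: kinetic calcium dye fluorescence, Fluo-4 NW / Control set: positive and negative controls per plate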
RGS4 pot – RGS4 potentiators or activators, primary screen, cell-based, HEK293 M3R inducible RGS4, calcium flux; carbachol calcium flux Fluo4; hits give low values; B-score at 10 µM; 0.92% of 310,000 active;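 active = B-score of the integrated calcium signal more than 4 SD below the library mean, with starting fluorescence not abnormally high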;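 note: negative B-score means reduced calcium response which marks RGS4 activation or potentiation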
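test system = HEK293 cells with stable M3R and inducible RGS4 | schedule = recording 10 s baseline at 1 Hz, 100 s post-agonist | technique = Fluo4-AM (2 µM) calcium-flux fluorescence, kinetic read | measure = Agonist-evoked peak-minus-minimum fluorescence over baseline, integrated ratio, B score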
RGS4 inh – RGS4 inhibitors, primary screen, cell-based, HEK293 M3R inducible RGS4, calcium flux. AID 463165, 2010. B-score at 10 µM. Fluo-4 calcium flux; hits give high values; triggered by carbachol at its EC20. 0.45% of 310,000 active;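 active = B-score, a plate-corrected calcium signal, over three deviations above library mean, with baseline fluorescence within five deviations of library mean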;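 note: RGS4 expression induced by doxycycline in cells with stable M3 receptor; B-score is computed from the integrated fluorescence ratio over baseline after carbachol; higher B-score means a larger calcium signal and so more RGS4 inhibition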
TRPC4 inh – inhibitors of mouse TRPC4 channel, primary screen, Fluo4 calcium, HEK293 TRPC4beta/mu-opioid cells; DAMGO-evoked Fluo4 calcium flux; hits give low values; B-score at 10 µM; 0.39% of 300,000 active;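 active = B-score over 3 SD under the library average, no early fluorescence shift, positive overall ratio signal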
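Assay system: Stable TRPC4beta/mu-opioid receptor HEK293 cells | Reagent: DAMGO in two steps, submaximal then maximal | Compound dosing: Single concentration per test compound | Signal: Fluo4 Ca2+ flux fluorescence | Evaluation: Per-well B score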
TRPC6 act – mouse TRPC6 channel activators, primary screen, cell-based, HEK293, membrane potential dye; Short transient receptor potential channel 6 (Mus musculus), Q61143; HEK293-TRPC6 membrane potential dye fluorescence; hits give high values; B-score at 10 µM; 0.13% of 310,000 active; AID 2550, 2010;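 active = B-score of the integrated fluorescence ratio above library mean plus 3 SD, and starting fluorescence ratio within library mean plus 5 SD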;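 note: higher score means more depolarization so channel activation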
An asterisk follows results filed as active; i = inactive; x = no result given.

#	smiles	HIF activator	Platelet DG rel	MrgX1 antagonist	SKKanGAS inh	TRPC6 inh	MrgX1 PAM	MrgX1 agonist	RGS4 pot	RGS4 inh	TRPC4 inh	TRPC6 act
1	Cc1ccc(C(=O)N/N=C/c2cccc(OC(=O)/C=C/c3ccco3)c2)cn1	1.0	-3.4	i	10.3	i	i	i	i	i	i	i
2	CC(C)C(c1nnnn1C(C)(C)C)N1CCOCC1 (configuration not stated)	-0.7	1.2	i	-1.4	i	i	i	i	i	i	i
3	O=C(OCCN1CCOCC1)c1ccccc1Cl	0.8	6.4	i	-1.1	i	i	i	i	i	i	i
4	O=C(Nc1ccc2c(c1)N(Cc1ccccc1)C(=O)c1ccccc1S2)NC1CC1	-0.5	5.3	i	21.7	i	i	i	i	i	i	i
5	CCn1c(Cc2cccs2)nnc1SCC(=O)NC(C)(C)C	-21.7	-12.1	i	-6.4	i	i	i	i	i	i	i
6	O=C(NCCc1ccccc1)c1ccc(-c2ccc(F)cc2)o1	0.4	6.2	i	-4.8	i	i	i	i	i	i	i
7	COCCNc1nc(-c2cc(C)n(CCc3ccc(OC)cc3)c2C)cs1	-0.5	-4.4	i	-5.2	i	i	i	i	i	i	i
8	CCC(=O)NC(=S)Nc1ccccc1F	0.0	-1.6	i	5.7	i	i	i	i	i	i	i
9	C#Cc1cccc(C(=O)N2CCCC(CCC(=O)NCc3ccccc3F)C2)c1 (configuration not stated)	0.3	-1.3	i	4.3	i	i	i	i	i	i	i
10	CCC1(C)NC(C(=O)O)Cc2c1[nH]c1ccccc21 (configuration not stated)	-6.6	-4.5	i	-1.9	i	i	i	i	i	i	i
11	COc1ccc(OC(=O)c2cccc([N+](=O)[O-])c2)c(C(=O)/C=C/c2cccs2)c1	0.4	-0.2	i	-17.3	x	i	i	x	x	x	x
12	COc1ccc(N2CCN(C(=O)CN3CCN(C(c4ccccc4)c4ccccc4)CC3)CC2)cc1	-0.1	-11.2	i	-0.7	i	i	i	i	i	i	i
13	O=C(C1=C[C@@H](C2CC2)C[C@@H](OCc2ccc(CO)cc2)O1)N1CCOCC1	-0.1	-0.4	i	-1.3	i	i	i	i	i	i	i
14	CC(=O)NS(=O)(=O)c1cccnc1Nc1cccc(Cl)c1C	-0.4	9.4	i	0.3	i	i	i	i	i	i	i
15	COc1ccc(N/C=C(\C2OC(=O)c3ccccc32)[N+](=O)[O-])cc1 (configuration not stated)	-0.1	10.7	i	-1.6	i	i	i	i	i	i	i
16	COc1cccc(NC(C)C(=O)N2CC(C)OC(C)C2)c1 (configuration not stated)	0.0	4.1	i	4.7	i	i	i	i	i	i	i
17	Cc1ccc(NC(=O)C2Cc3ccccc3O/C2=N\O)cc1C (configuration not stated)	4.8	0.2	i	11.3	i	i	i	i	i	i	i
18	O=C(CN1N=C(C(F)(F)F)CC1(O)c1ccc([N+](=O)[O-])cc1)c1ccccc1 (configuration not stated)	-0.8	-4.7	i	-0.1	i	i	i	i	i	i	i
19	N#Cc1c2ccc(OCC(=O)NCc3ccco3)cc2n2ccccc12	-0.2	-5.6	i	2.1	i	i	i	i	i	i	i
20	COc1ccc(OC)c2c1cc(C(=O)N[C@H](C(=O)N1CCC[C@H]1C(=O)O)C(C)C)n2C	0.1	1.3	i	-0.6	i	i	i	i	i	i	i
21	CC(/C=N/NC(=O)Cn1cnc2ccccc21)=C\c1ccccc1	-0.2	-8.6	i	-1.5	i	i	i	i	i	i	i
22	Cc1ccccc1-n1ccnc1SCC(=O)O	0.1	0.6	i	3.5	i	i	i	i	i	i	i
23	Cc1cc(C(=O)N2CCN(C(c3ccccc3)c3ccccc3)CC2)no1	-0.5	0.3	i	-5.4	i	i	i	i	i	i	i
24	Cc1ccc(CNC(=O)CN(c2ccc(C)cc2)S(=O)(=O)c2c(C)nn(C)c2C)cc1	-0.2	-3.1	i	-2.3	i	i	i	i	i	i	i
25	COC(=O)c1cc(NC(=O)C2(S(=O)(=O)c3ccc(C)cc3)CC2)cc(C(=O)OC)c1	-1.3	16.2	i	-4.5	i	i	i	i	i	i	i
26	Cc1ccc2occ(/C=C/C(=O)O)c(=O)c2c1	0.0	-18.5	i	-1.1	i	i	i	i	i	i	i
27	COc1cccc(C2C3=C(CCCC3=O)Nc3nc(-c4cc(OC)c(OC)c(OC)c4)nn32)c1 (configuration not stated)	-1.4	-1.0	i	-5.6	i	i	i	i	i	i	i
28	COc1ccc(C(=O)C2CCCN(Cc3ccc4nonc4c3)C2)cc1F (configuration not stated)	-0.2	-0.5	i	7.2	i	i	i	i	i	i	i
29	O=C(CCc1ccccc1)NCCC1=CCCCC1	1.4	-12.7	i	3.7	i	i	i	i	i	i	i
30	CCCC1CC(C)(C(=O)Cn2[nH]c(=O)ccc2=O)OC1=O (configuration not stated)	-0.2	-15.1	i	-5.7	i	i	i	i	i	i	i
31	Cc1ccc(SCC(=O)N2c3ccccc3Sc3ccccc32)cc1	-0.3	-1.1	i	51.5*	i	i	i	i	i	i	i
32	O=C(CC(C(=O)O)c1cccc(Cl)c1)c1ccccc1 (configuration not stated)	-0.2	0.7	i	7.9	i	i	i	i	i	i	i
33	Cc1ccc(NCCC(=O)c2cccs2)cc1C	3.1	4.5	i	5.6	i	i	i	i	i	i	i
34	CCOC(=O)c1cccc(N2C(=O)Nc3ccccc3N2O)c1	2.2	-10.6	i	-1.6	i	i	i	i	i	i	i
35	CS(=O)(=O)c1ncc(Cl)c(C(=O)Nc2ccc3ccccc3c2)n1	-2.5	79.4*	x	-6.3	i	x	x	i	i	i	i
36	CCC(=O)NC(=S)Nc1ccc(NC(=O)c2ccccc2[N+](=O)[O-])cc1	2.3	-1.5	i	-3.3	i	i	i	i	i	i	i
37	CCOC(=O)N1CCN(C(=O)C2CCCN(c3ncnc4c3nc3n4CCCCC3)C2)CC1 (configuration not stated)	-0.2	7.4	i	17.6	i	i	i	i	i	i	i
38	COc1cc(S(=O)(=O)Nc2ccccc2)ccc1NC=O	0.0	0.3	i	-2.1	i	i	i	i	i	i	i
39	COC(=O)c1ccc(NC(=S)N2CCN(C)CC2)cc1	-0.3	2.1	i	-3.1	i	i	i	i	i	i	i
40	COc1ccc2[nH]c3c(=O)n(Cc4ccc(C(=O)N5CCC(C(N)=O)CC5)cc4)c(=S)[nH]c3c2c1	0.3	-0.4	i	10.8	i	i	i	i	i	i	i
41	Cc1ccc(C)c2[nH]c(=O)c(CCNC(=O)Cc3cccs3)cc12	-0.2	8.7	i	-1.9	i	i	i	i	i	i	i
42	Cc1ccc(-c2csc(NC(=O)CCNC(=O)c3ccco3)n2)cc1	1.5	-0.6	i	-1.9	i	i	i	i	i	i	i
43	Cc1nnc(NC(=O)C(C)Sc2nnc(-c3ccco3)n2C(C)C)s1 (configuration not stated)	0.2	10.4	i	1.3	i	i	i	i	i	i	i
44	O=C(Oc1ccnc2cc(Cl)ccc12)N1CCCCCC1	-0.9	3.0	i	2.1	i	15.2*	i	i	i	i	i
45	Cc1cccc(N2CCN(C(=S)c3ccc([N+](=O)[O-])cc3)CC2)c1	-0.2	-7.6	i	1.9	i	i	i	i	i	i	i
46	CCn1c(CSc2nc3ccccc3[nH]2)nc2cc(C(=O)O)ccc21	-0.5	1.6	i	5.5	i	i	i	i	i	i	i
47	Cc1ccc(C(=O)NNC(=O)c2ccc(SCC3CCCO3)c([N+](=O)[O-])c2)cc1 (configuration not stated)	-0.9	5.8	-6.68*	3.0	i	i	i	i	i	i	i
48	Cn1c(=O)c2c(nc(NCCc3ccccc3)n2Cc2ccc(F)cc2)n(C)c1=O	-0.2	16.5	i	8.8	i	i	i	i	i	i	i
49	O=C(N/N=C1\CCCc2ccccc21)c1cccc([N+](=O)[O-])c1	0.0	-3.5	i	-7.8	i	i	i	i	i	i	i
50	COc1ccc(S(=O)(=O)N2CCC3(CC2)OCCN3S(=O)(=O)c2ccccc2)cc1OC	-0.2	13.5	i	-3.0	i	i	i	i	i	i	i
51	COC(=O)NCCc1cc(OC)c(OC)cc1S(=O)(=O)N1CC(=O)Nc2ccccc21	0.7	1.0	i	-3.8	i	i	i	i	i	i	i
52	C/C(CC(=O)Nc1ccccn1)=N\NC(=O)c1ccccc1	-24.9	-5.6	i	-4.1	i	i	i	i	i	i	i
53	CCN1CCN(CC(=O)Nc2cccc(C)c2C)C(=O)C1=O	-0.2	13.7	i	-5.0	i	i	i	i	i	i	i
54	Cc1ccc(NC(=O)NC2CCCCC2)cc1S(=O)(=O)N1CCOCC1	-0.8	1.7	i	2.4	i	i	i	i	i	i	i
55	CCOC(=O)CCCNC(=O)COC(=O)c1cccc(C)c1O	0.3	-3.0	i	0.0	i	i	i	i	i	i	i
56	O=C1CCC(C(=O)OCC(=O)N2N=C3/C(=C/c4ccccc4)CCCC3C2c2ccccc2)N1 (configuration not stated)	0.3	-3.5	i	4.2	i	i	i	i	i	i	i
